Screens: PubChem, The Scripps Research Institute Molecular Screening Center
TPT1 inh: C. albicans TPT1 enzyme inhibition. recombinant caTPT1, FP RNA substrate dephosphorylation. inhibition, % at 5 µM. 300,000 compounds, 0.81% hits;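 active = inhibition above the mean of all tested compounds plus 3 SD, set per screening campaign, cut at about 24% in these data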;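 note: plate controls were DMSO alone for no effect and ferristatin control at 100 nM for full effect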
AHR activator: activates the human aryl hydrocarbon receptor; AHR-responsive luciferase reporter cells, luminescence; activation, % at 5 µM; 320,000 compounds, 2.5% hits; AID 2796; in the data active = activation above about 47%;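 note: 0% = vehicle wells and 100% = reference agonist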
Target sequence (P35869 whole entry, looked up): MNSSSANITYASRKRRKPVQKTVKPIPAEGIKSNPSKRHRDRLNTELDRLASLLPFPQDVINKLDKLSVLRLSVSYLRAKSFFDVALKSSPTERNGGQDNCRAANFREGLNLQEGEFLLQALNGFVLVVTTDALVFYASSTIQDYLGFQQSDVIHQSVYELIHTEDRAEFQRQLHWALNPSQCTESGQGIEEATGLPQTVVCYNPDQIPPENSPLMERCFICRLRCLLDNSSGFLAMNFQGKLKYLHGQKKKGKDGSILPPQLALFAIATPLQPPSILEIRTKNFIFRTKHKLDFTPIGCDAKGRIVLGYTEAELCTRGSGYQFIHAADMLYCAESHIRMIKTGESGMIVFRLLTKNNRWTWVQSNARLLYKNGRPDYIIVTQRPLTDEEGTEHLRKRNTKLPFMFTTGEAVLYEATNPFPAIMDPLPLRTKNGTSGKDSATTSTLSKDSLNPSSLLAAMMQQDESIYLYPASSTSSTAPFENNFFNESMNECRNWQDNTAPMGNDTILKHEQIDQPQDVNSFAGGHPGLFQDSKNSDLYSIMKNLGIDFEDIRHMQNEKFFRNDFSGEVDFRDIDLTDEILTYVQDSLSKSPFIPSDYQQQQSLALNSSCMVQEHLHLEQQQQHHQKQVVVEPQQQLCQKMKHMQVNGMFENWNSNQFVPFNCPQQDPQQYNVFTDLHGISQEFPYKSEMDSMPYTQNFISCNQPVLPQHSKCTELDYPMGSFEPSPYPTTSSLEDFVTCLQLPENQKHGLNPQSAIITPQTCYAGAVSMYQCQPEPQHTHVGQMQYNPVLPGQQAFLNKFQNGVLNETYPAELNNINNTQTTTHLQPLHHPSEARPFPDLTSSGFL
PP1 inh: blocks human PP1-alpha phosphatase, a PP5 counter-screen; inhibition, % at 6.7 µM; purified PP1alpha, OMFP fluorescence; 320,000 compounds, 0.9% hits; P62136;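 active = inhibition above the mean inhibition of all tested compounds plus 3 SD, computed separately for each screening campaign, cut at about 15% in these data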
PP5 primary: blocks human protein phosphatase 5 activity; inhibition, % at 6.7 µM; 320,000 compounds, 0.18% hits; purified PP5c, OMFP substrate fluorescence; P53041;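 active = inhibition above the campaign's mean inhibition across all tested compounds plus 3 SD, cut at about 9.5% in these data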;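 note: 0% = DMSO only and 100% = 100 µM cantharidin control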
proCasp7 act: counter-screen: procaspase-7 (human) activation; P55210; recombinant procaspase-7, Ac-DEVD-pNA absorbance 405 nm; D23A/D198A/D206A triple mutant, cannot self-cleave; scale: DMSO 0, 5 µM enzyme 100; activation, % at 8.5 µM; 330,000 compounds, 0.093% hits; AID 463210;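 active = percent activation above the screen-wide mean plus 3 SD, cut at about 25% in these data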
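Assay system: Uncleavable procaspase-7 mutant enzyme | Input: 2 µM procaspase-7 mutant as dispensed | Timing: 1 h compound preincubation, 2 h substrate cleavage, 25 °C | Repeats: One well per compound | Control set: DMSO wells as 0%, DMSO with 5 µM added PC-7 as 100% | Technique: Epi-absorbance of released pNA at 405 nm, two timepoints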
CTSL1 counter: counter-screen for PFM18AAP inhibitors: inhibitors of F. hepatica cathepsin L1. 300,000 compounds, 0.49% hits. AID 1906. inhibition, % at 5.96 µM. recombinant F. hepatica cathepsin L1, Z-Leu-Arg-MCA fluorescence;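 active = inhibition above the mean of all tested compounds plus 3 SD, set per screening campaign, cut at about 17% in these data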;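 note: 0% = plate median of test compound wells and 100% = 1 µM Z-Phe-Ala-diazomethylketone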
PAFAH2 inh: PAFAH2 (human) inhibition; Q99487; recombinant PAFAH2, FP-rhodamine activity probe, fluorescence polarization; inhibition, % at 3.39 µM; 340,000 compounds, 0.99% hits;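 active = inhibition above the mean over all tested compounds plus 3 SD, cut at about 30% in these data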;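 note: inhibitors block probe labeling of enzyme so polarization drops; 0% = enzyme with DMSO and 100% = wells lacking PAFAH2 protein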
proCasp3 act: procaspase-3 (human) activation; P42574; recombinant procaspase-3 D3A, Ac-DEVD-pNA absorbance 405 nm; activation, % at 8.5 µM; 330,000 compounds, 0.11% hits;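 active = activation above the mean of all tested compounds plus 3 SD, cut at about 21% in these data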;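 note: 0% = DMSO alone and 100% = DMSO wells spiked with extra 5 µM PC-3 D3A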
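Test system: Procaspase-3 D3A mutant, all three cleavage aspartates alanine | Dosing: Single dose, 8.5 µM nominal compound, 0.8% DMSO | Schedule: 1 h preincubation, 2 h reaction | Technique: 405 nm absorbance of p-nitroaniline, reads at 0 and 120 min | Repeats: One well per compound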
HCV core dimer: blocks dimerization of HCV core protein. TR-FRET GST/Flag-core106 dimerization, 1536-well. inhibition, % at 5 µM. 300,000 compounds, 0.33% hits;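 active = inhibition above the mean of all tested compounds plus 3 SD, set per screening campaign, cut at about 45% in these data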
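Material: GST/Flag-tagged HCV core106 proteins. Incubation: 4 h, 22.5 °C incubation. Read-out basis: inhibition (%) from 671 over 617 nm ratio. Measured by: TR-FRET, excitation 340 nm, emission 617 and 671 nm.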
The depositor's hits bear a star; . = not tested or not shown.

canonical_smiles	proCasp3 act	CTSL1 counter	HCV core dimer	AHR activator	proCasp7 act	PP5 primary	PAFAH2 inh	TPT1 inh	PP1 inh
O=C1CCC(C(=O)N2CCCC(C(=O)c3ccc4c5c(cccc35)CC4)C2)=NN1 (stereo unspecified)	3	0	7	8	0	3.4	-6	-1	-3
O=S1(=O)CCOC[C@H](c2ccccc2)N1Cc1ccccc1	4	-3	-7	2	-11	1.1	-1	1	1
CCc1cccc(CC)c1NC(=O)CN1C2CCCC1CC(NC(=O)Nc1cccc(OC)c1)C2 (stereo unspecified)	1	1	5	3	2	1.1	-3	-1	-5
Cc1ccc(NC(=S)N(CCN(C)C)C(C)c2cccnc2)c(C)c1 (stereo unspecified)	1	-2	2	2	13	0.2	7	-3	-2
CCN(CC)C(=O)C(=O)c1cccn1-c1ccc(C#N)cc1	6	3	7	-2	5	0.9	-4	-1	-4
Cc1nn(C)cc1CN(C)S(=O)(=O)c1cccc([N+](=O)[O-])c1	-1	-1	-3	3	10	1.5	2	9	-2
CCOC(=O)CSc1ncc(-c2ccc([N+](=O)[O-])cc2)[nH]1	5	0	-4	1	5	0.4	-2	-1	-1
COC(=O)c1cc(-c2ccccc2)n(CC(=O)O)c1C	7	-5	-3	1	2	2.4	5	0	2
CCN(CC)CCOc1ccccc1C(C)=O	2	0	0	0	-1	-0.7	1	-2	-1
COc1ccc(C2(C(=O)NCCc3ccccc3)CCCC2)cc1	-1	-3	1	1	4	1.8	-2	2	-1
CC(=O)Nc1c(O)nc(SCC(=O)Nc2nnc(CC(C)C)s2)[nH]c1=O	-9	-5	-7	1	-12	2.4	0	-2	0
CCCOC(=O)c1c(N)sc2c1CCC2	-17	-3	30	7	-14	1.0	8	19	3
Cc1ccccc1NC(=O)Cn1nc(C)n2cccc2c1=O	1	1	7	0	3	-1.3	1	1	1
CCCOc1ccc(CNC(=S)Nc2ccccc2)cc1Cl	0	0	-2	76*	-1	4.3	-2	-2	5
Cc1cc(C)n2nc(SCC(N)=O)nc2n1	0	-2	-2	-1	-11	0.9	-2	-6	-3
COc1ccc(OC)c(C(=O)COC(=O)c2ccc([N+](=O)[O-])o2)c1	6	.	.	0	-3	.	5	.	.
CCn1c(C)nc2cc(C(=O)NNS(=O)(=O)c3ccccc3F)ccc21	0	-1	-3	13	3	-0.2	-1	-4	0
CCN(CC)S(=O)(=O)c1ccc(NC(=O)COC(=O)c2ccc(NC(=O)CC#N)cc2)cc1	-1	-9	25	-3	7	2.7	-7	1	5
C/C(=N\S(=O)(=O)c1ccc(C)cc1)N1CCN(S(=O)(=O)c2ccccc2)C1C(C)C (stereo unspecified)	6	2	1	1	5	1.1	-11	1	1
CCOc1ccc(NC(=S)NN(C)C(=S)Nc2ccc(OCC)cc2)cc1	2	-3	4	13	-11	0.3	6	3	-2
Cc1c(S(=O)(=O)N2CCCC(C(=O)O)C2)cnn1C (stereo unspecified)	0	1	-2	-1	8	-2.0	4	0	-4
COCCCNC(=O)/C(C#N)=c1\s/c(=C\c2ccccc2OC(F)F)c(=O)n1CCCOC	-6	0	-2	0	-8	-0.2	-4	6	-2
CC(C)CN(C(=O)COC(=O)Cc1ccc(Cl)cc1)c1c(N)n(Cc2ccccc2)c(=O)[nH]c1=O	2	1	-3	1	16	-1.6	-2	-1	-3
O=C(COc1ccccc1Cl)Nc1ccc(N2CCCC2)cc1	-4	-2	29	-1	-7	3.6	3	5	28*
CCOC(=O)CSc1nc(-c2ccncc2)ccc1C#N	-12	2	0	-9	5	-1.6	2	1	-5
CCCn1c(CCC(=O)O)ccc1-c1ccc(OC)cc1	3	-2	46*	2	5	0.8	10	21	6
COC(=O)c1sc(-c2cccs2)cc1NC(=O)/C=C/C(=O)O	-6	4	-16	1	2	1.2	.	2	-4
COc1ccc(-c2nnsc2N2C(=O)c3ccccc3C2=O)cc1	-14	6	-8	1	-2	-2.6	.	8	-1
CC1(C)NC(=O)N(CC(=O)N2CCCC(C(F)(F)F)C2)C1=O (stereo unspecified)	7	1	2	2	2	1.6	3	-1	-5
CCc1cc(CNC(=O)CC2C(=O)NCCN2Cc2c(F)cccc2Cl)on1 (stereo unspecified)	1	-3	-2	-1	4	-0.1	1	-6	-1
COc1ccc(Cl)cc1C(=O)CSc1nnnn1C	15	1	-3	5	6	1.7	12	3	1
COCC(=O)N/N=C/c1c(C)[nH]n(-c2ccccc2)c1=O	13	2	-6	12	12	2.3	.	0	-3
CCC(Oc1ccccc1)C(=O)N1CCN(CC)CC1 (stereo unspecified)	1	-4	-3	-2	6	-0.3	-1	-2	-1
O=C(COC(=O)c1ccccc1F)Nc1cccnc1Cl	10	-2	-2	-3	-1	0.9	35*	-5	-2
COC(=O)C(CC(=O)Nc1cc(C)ccc1C)Nc1ccccc1OC (stereo unspecified)	-10	1	-8	12	-1	0.9	2	2	1
Cc1ccnc(NS(=O)(=O)c2ccc(NC(=O)c3ccc(Br)o3)cc2)n1	4	-2	6	1	3	-0.9	-10	4	-4

Three of these compounds in another layout.
COC(=O)c1sc(-c2cccs2)cc1NC(=O)/C=C/C(=O)O
  proCasp3 act: -6; CTSL1 counter: 4; HCV core dimer: -16; AHR activator: 1; proCasp7 act: 2; PP5 primary: 1.2; PAFAH2 inh: .; TPT1 inh: 2; PP1 inh: -4

COc1ccc(-c2nnsc2N2C(=O)c3ccccc3C2=O)cc1
  proCasp3 act: -14; CTSL1 counter: 6; HCV core dimer: -8; AHR activator: 1; proCasp7 act: -2; PP5 primary: -2.6; PAFAH2 inh: .; TPT1 inh: 8; PP1 inh: -1

CC1(C)NC(=O)N(CC(=O)N2CCCC(C(F)(F)F)C2)C1=O (stereo unspecified)
  proCasp3 act: 7; CTSL1 counter: 1; HCV core dimer: 2; AHR activator: 2; proCasp7 act: 2; PP5 primary: 1.6; PAFAH2 inh: 3; TPT1 inh: -1; PP1 inh: -5

Later entries.
canonical_smiles	proCasp3 act	CTSL1 counter	HCV core dimer	AHR activator	proCasp7 act	PP5 primary	PAFAH2 inh	TPT1 inh	PP1 inh
N#CCCN(C(=O)COc1ccc(F)cc1Br)c1ccccc1F	1	-4	3	2	3	-1.1	1	-3	-5
COc1ccc(CCNC(=O)CSc2nn(-c3ccccc3)c(=S)s2)cc1	0	4	-1	1	11	0.0	7	1	2
CCOC(=O)C1CCN(C2CCN(Cc3nc(-c4ccccc4)no3)CC2)CC1	4	0	-2	2	-1	-0.6	3	-3	-2
O=C(c1ccc(Cl)cc1[N+](=O)[O-])N1CCOCC1	7	-2	-3	-2	6	0.6	-3	-4	-4
O=C(NCCCN1CCN(c2ccccc2F)CC1)C1CCN(S(=O)(=O)c2cccs2)CC1	3	2	-1	1	9	-0.9	15	-2	-2
COc1ccc(N(CC(=O)NCCc2ccccc2)C(=O)c2csnn2)cc1OC	-3	-2	-4	0	-1	3.4	0	-2	-6
Cc1cccc(NC(=O)CC(C)(C)C)c1	14	2	-1	0	3	-0.6	0	-6	-4
O=C(NCc1ccccc1Cl)C1CCCN(S(=O)(=O)c2cccc3nonc23)C1 (stereo unspecified)	-9	-2	11	14	7	1.2	-5	-1	-3
O=C(Nc1ccc(N2CCOCC2)c(S(=O)(=O)Nc2ccc(Cl)cc2)c1)c1ccc(=O)[nH]n1	-3	.	.	13	5	.	-1	.	.
O=C(Nc1ccc(Cl)cc1)Nc1nnc(SCc2ccc(Cl)cc2)s1	4	-6	-1	3	-11	3.1	3	1	-7
CCOC(=O)c1c(-c2ccccc2)oc2ccc(OCC(=O)O)cc12	-9	-6	7	1	-15	-4.6	4	1	5
O=C(Nc1cccc(-c2ccc(F)cc2)c1)C1CCCN(Cc2cccnc2)C1 (stereo unspecified)	-3	0	-11	29	7	-4.0	2	1	4
COc1ccc(CNC(=O)CSc2nc3ccc(N)cc3s2)cc1	-3	4	20	38	-3	1.1	2	-3	-2
COc1cc(/C=C2\SC(=S)N(CCC(=O)Nc3ccccc3O)C2=O)cc(OC)c1OC	-15	0	8	-2	-34	1.9	-11	9	4
CCOc1ccccc1NC(=O)COC(=O)c1cc(C(=O)OC)cc([N+](=O)[O-])c1	5	-2	2	-2	-1	-1.2	0	-4	-3
Cc1nnc(NC(=O)C(C)Sc2nnc(-c3ccco3)n2C(C)C)s1 (stereo unspecified)	8	-1	-7	0	9	2.5	-7	-2	0
O=C(NCC1CCCO1)c1ccc(COc2ccc(Br)cc2)cc1 (stereo unspecified)	13	-4	-11	-2	-8	3.1	-13	-8	3
COCCCNC(=O)/C(C#N)=C/c1c(N2CCN(c3ccccc3)CC2)nc2ccccn2c1=O	-4	1	4	4	-6	-0.5	5	5	1
CCc1cc2c(=O)c(-c3nc(C)cs3)coc2cc1OC(C)C(=O)NCCO (stereo unspecified)	0	2	2	-1	6	-1.2	0	-2	-7
Cn1c(CNc2ccc(Cl)cc2)nc2ccccc21	5	-19	7	87*	2	3.2	5	3	-1
CCOc1ccc2nc(SCc3ccccc3C#N)sc2c1	4	-2	-1	-3	5	2.3	-3	-2	-1
O=C(Nc1ccnc(-c2ccncc2)n1)C1CC1	11	0	6	52*	11	-1.0	10	-3	1
O=c1[nH]nc(-c2ccc(F)cc2)cc1Cc1ccccc1	-3	4	0	3	0	-0.5	5	2	-1
CCS(=O)(=O)c1nnnn1-c1ccccc1S(C)(=O)=O	7	-2	-2	-2	6	2.1	3	2	-3
O=C(CC1OC(=O)c2ccccc21)NNC(=O)c1ccc(F)cc1 (stereo unspecified)	9	.	.	-1	3	-0.8	7	.	-5
CC(C)(C)c1ccc(OCCNCc2ccccc2)cc1	3	0	7	1	0	1.1	0	-4	0
CNC(=S)NC1(C)CCS(=O)(=O)C1 (stereo unspecified)	0	3	-7	0	-5	-1.3	.	-1	2
Cc1ccc(NNC(=O)c2ccno2)cc1C	-2	-2	-3	9	-10	-2.6	2	-3	-4
CN(C)C(CNC(=O)Cc1cccc(C(F)(F)F)c1)c1ccco1 (stereo unspecified)	-6	1	8	0	4	1.7	0	12	-1
CCC/C=N/Nc1nc2ccccc2s1	1	1	-1	45	6	-0.1	0	0	-2
CCn1c(=NC(=O)CS(=O)(=O)c2ccc(C)cc2)sc2cccc(OC)c21	-7	0	5	-4	0	4.1	8	0	0
CN(c1ccc(C(=O)N2CCOCC2)cc1)S(=O)(=O)c1ccc(Cl)cc1	1	-1	-2	-2	-1	2.7	-3	2	-3
CCC1(C)Cc2ccccc2/C(=C/C(=O)N2CCCCC2)N1 (stereo unspecified)	-3	1	4	3	-2	2.6	4	-15	-2
COc1ccc(-c2[nH]ncc2CN2CCC(OCc3cccnc3)CC2)c(F)c1	-5	-7	4	2	0	3.5	4	-3	1
CC(C)CC(=O)Nc1sc2c(c1C#N)CC(C)(C)NC2(C)C	-9	6	-5	43	1	-5.8	4	-5	-4
O=C(NNc1ccccc1)Nc1ccccc1F	-5	2	6	6	-8	-1.2	0	-1	1
